# Compound activity deposited in PubChem by several laboratories.
# LAP4 TOR yeast: yeast TOR pathway LAP4-GFP modulation; AID 2023; GFP response vs DMSO, % at 10 µM; S. cerevisiae LAP4-GFP multiplex, flow cytometry GFP, 3 h; median GFP as percent of DMSO wells; 0.34% of 320,000 active;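 active means GFP response vs DMSO above a set limit, about the screen mean plus 3 SD, cut at about 150% in these data; inconclusive means under 70 cell events counted for the yeast strain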
# MEP2 TOR yeast: modulators of TOR pathway MEP2-GFP in S. cerevisiae | GFP response vs DMSO, % at 10 µM | AID 2016 | S. cerevisiae MEP2-GFP strain, flow cytometry GFP, 3 h; 100% = DMSO control level | 0.51% of 330,000 active;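 active means GFP response versus DMSO above a set limit, roughly screen mean plus 3 SD, cut at about 180% in these data; inconclusive means fewer than 70 cells counted for a yeast strain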;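 further: median GFP fluorescence of the barcode-gated MEP2-GFP cells per well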
# VLA-4 inh: inhibition in a human VLA-4 binding assay; P13612; VLA-4 expressing cells, ligand binding flow cytometry; inhibition, % (about 7 µM as worked out from the volumes in the protocol); 0.2% of 330,000 active; AID 2557; in the data active means inhibition above about 50%
# RPL19A-GFP yeast: modulators of TOR pathway RPL19A-GFP in S. cerevisiae; S. cerevisiae RPL19A-GFP strain, flow cytometry, 3 h; hits give low values; percent response vs DMSO, % at 10 µM; 0.3% of 330,000 active;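 active means percent response vs DMSO below 50%; inconclusive means fewer than 70 events counted for the yeast strain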;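 further: median channel GFP fluorescence of the barcoded RPL19A-GFP strain; ratio of sample median GFP to plate DMSO average so 100% = DMSO; lower means less RPL19A-GFP as with rapamycin TOR inhibition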
# CIT2 TOR yeast: modulators of TOR pathway CIT2-GFP in S. cerevisiae; GFP response vs DMSO, % at 10 µM; AID 2029; 0.065% of 320,000 active; S. cerevisiae CIT2-GFP strain, flow cytometry, 3 h; 100 means same as DMSO wells;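 active means GFP response relative to DMSO above a set limit, near the screen mean plus 3 SD, cut at about 150% in these data; inconclusive means Fewer than 70 cells measured for a yeast strain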;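 further: ratio of well median GFP fluorescence to mean of DMSO wells on the plate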
# GRK2 inh: blocks RNA aptamer binding to human GRK2; P25098; bead flow cytometry, FAM-aptamer displacement from GRK2; inhibition of aptamer binding, % at 10 µM; 0.59% of 330,000 active; AID 488847;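 active means inhibition of aptamer binding above 40%, roughly 3 SD of noise, on plates passing a quality check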;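 further: median bead fluorescence of bound FAM aptamer so fluorescent compounds give negative values; no value below 0 was filed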
# Target sequence (P25098 whole entry, looked up): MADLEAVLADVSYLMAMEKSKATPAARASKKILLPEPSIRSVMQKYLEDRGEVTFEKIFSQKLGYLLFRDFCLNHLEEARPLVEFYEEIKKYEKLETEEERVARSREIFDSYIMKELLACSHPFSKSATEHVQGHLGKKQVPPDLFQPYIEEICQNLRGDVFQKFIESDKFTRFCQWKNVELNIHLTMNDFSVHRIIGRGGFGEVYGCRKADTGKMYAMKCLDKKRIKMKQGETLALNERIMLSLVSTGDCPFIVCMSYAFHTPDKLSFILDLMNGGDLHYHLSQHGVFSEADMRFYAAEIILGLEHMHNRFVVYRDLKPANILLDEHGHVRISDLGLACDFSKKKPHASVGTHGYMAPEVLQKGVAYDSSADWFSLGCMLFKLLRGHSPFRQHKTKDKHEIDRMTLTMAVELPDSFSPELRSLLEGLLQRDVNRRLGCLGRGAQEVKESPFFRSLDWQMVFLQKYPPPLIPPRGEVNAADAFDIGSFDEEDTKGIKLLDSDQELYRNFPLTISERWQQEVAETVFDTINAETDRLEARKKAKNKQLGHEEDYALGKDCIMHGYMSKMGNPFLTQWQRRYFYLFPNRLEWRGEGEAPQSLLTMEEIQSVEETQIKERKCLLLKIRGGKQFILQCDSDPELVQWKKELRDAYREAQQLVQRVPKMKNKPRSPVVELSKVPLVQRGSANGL
# JMJD2C inh: blocks human GASC-1 demethylase activity; Q9H3R0; GST-JMJD2C(1-420) H3K9me3 demethylation, DELFIA europium; inhibition, % at 2.35 µM; 0.069% of 330,000 active;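 active means more than half of a compound's replicate wells show inhibition beyond 50%, single wells judged on their own value; inconclusive means some, but no more than half, of replicates pass 50% inhibition; inactive means no replicate passes 50% inhibition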;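 further: signal counts dimethyl H3K9 product captured on neutravidin plate; 0% = median of DMSO wells and 100% = 0.3 times that DMSO median; strong numbers were not always called active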
# Target sequence (Q9H3R0 1-420 limits assumed): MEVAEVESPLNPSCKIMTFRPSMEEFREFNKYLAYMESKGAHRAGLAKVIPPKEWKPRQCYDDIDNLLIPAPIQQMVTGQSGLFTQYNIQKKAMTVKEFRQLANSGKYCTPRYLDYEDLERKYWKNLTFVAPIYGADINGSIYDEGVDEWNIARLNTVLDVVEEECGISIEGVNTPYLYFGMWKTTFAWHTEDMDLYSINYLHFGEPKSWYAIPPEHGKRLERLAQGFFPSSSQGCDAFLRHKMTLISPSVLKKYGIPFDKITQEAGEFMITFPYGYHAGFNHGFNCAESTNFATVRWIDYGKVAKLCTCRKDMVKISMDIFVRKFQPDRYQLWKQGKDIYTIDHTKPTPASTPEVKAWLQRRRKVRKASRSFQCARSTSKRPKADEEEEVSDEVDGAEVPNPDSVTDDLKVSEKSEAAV
# AGP1 TOR yeast: alters AGP1-GFP fluorescence in TOR pathway yeast screen; S. cerevisiae AGP1-GFP multiplex flow cytometry, 3 h; GFP as percent of DMSO wells; GFP response vs DMSO, % at 10 µM; 0.02% of 320,000 active; AID 2066;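 active means GFP response relative to DMSO above a set limit, near screen average plus 3 SD, cut at about 150% in these data; inconclusive means fewer than 70 cells counted for the yeast strain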;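 further: median GFP channel fluorescence of the gated AGP1 strain per well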
# * = called active by the depositor; ? = inconclusive; nt = no result given; [ ] = dose if it differs, or a comment.
LAP4 TOR yeast	GRK2 inh	CIT2 TOR yeast	MEP2 TOR yeast	VLA-4 inh	JMJD2C inh	RPL19A-GFP yeast	AGP1 TOR yeast	Molecule
107	2	105	106	-26	-1	97	112	Cn1cccc1Cc1nnc(SCC(=O)Nc2ccc(F)cc2)n1CCc1ccccc1
106	4	89	111	7	-1	99	100	O=C(NCc1ccc(Cl)cc1)c1cc2c(nc3sccn32)s1
103	0	92	102	14	-16	98	100	C[C@@H](C(=O)NC1CCCC1)N1C(=O)N2CCc3c([nH]c4ccccc34)[C@@]2(C)C1=O
103	0	95	96	1	-9	97	101	C/C(=N\NC(=O)COc1ccccc1[N+](=O)[O-])c1cccs1
74[may fluoresce violet]	2	94	99	-5	128	46*[may fluoresce violet]	105	Cc1c(NC(=O)c2cc3nc(-c4ccc(Cl)cc4)cc(C(F)(F)F)n3n2)c(=O)n(-c2ccccc2)n1C
103	0	107	104	16	-2	105	107	Cc1nc(NC(=O)CSc2nnnn2C)sc1C
97	0	100	102	28	5	102	104	CCc1cc2c(C)cc(=O)oc2cc1Oc1ncccc1[N+](=O)[O-]
95	2	91	100	2	-4	93	96	CC1=C(C(=O)N2CCOCC2)C(c2cc(C)ccc2C)NC(=S)N1 (centres undefined)
97	14	100	101	-17	-2	94	98	CCOC(=O)C1=C(c2ccccc2)N=c2s/c(=C\c3ccco3)c(=O)n2C1c1cccs1 (centres undefined)
98	2	82	93	-2	77	89	85	O=C(OCC(=O)c1ccc(Cl)s1)c1ccc(CO)cc1
104	1	93	100	10	-3	103	101	COc1ccccc1NS(=O)(=O)c1cc(NC(=S)Nc2cc(C)cc(C)c2)ccc1Cl
93	1	107	105	8	7	105	104	O=C(NNC(=S)NCc1ccccc1)c1ccc(OC(F)F)cc1
98	0	93	98	47	-4	90	92	Cc1c(OCC(=O)N2CCC(C(N)=O)CC2)ccc2c3c(c(=O)oc12)CCC3
98	0	92	97	-1	4	95	97	Cc1cc(C)c2sc(N(CCN(C)C)C(=O)c3ccc4ccccc4c3)nc2c1
99	4	109	110	-1	-23	104	102	CCOC(=O)C1(CCOC)CCN(Cc2cccc(OCc3ccccc3)c2)CC1
97	0	99	98	7	-4	nt	95	CCC(=O)Nc1ccc(S(=O)(=O)N2CCCCC2)cc1OC
111	1	87	110	3	-1	100	92	Cn1c(CSc2nc3ccccc3s2)nc2ccccc21
101	1	104	104	23	-8	98	113	O=Cc1cccn1-c1cccc([N+](=O)[O-])c1
98	0	105	102	-7	4	101	106	COc1ccc(NC(=O)c2ccccc2NS(=O)(=O)c2ccc(CNC(C)=O)cc2)c(OC)c1
105	2	106	101	37	-4	97	103	Cc1ccc(SCCC(=O)OC(C)C(=O)Nc2ccccc2)cc1 (centres undefined)
101	0	101	105	6	2	105	98	C/C=C/c1ccc(OCCOc2cccc3cccnc23)c(OC)c1
98	3	79	88	14	0	83	84	O=C(O)c1cc(-c2ccccc2Cl)n(-c2cccc(Cl)c2)n1
91	2	98	98	10	1	99	104	CC(OC(=O)c1cccc(S(=O)(=O)N(C)C)c1)C(=O)NCc1ccc2c(c1)OCO2 (centres undefined)
89	0	102	107	8	-2	104	104	CCOc1ccc(C2=CSC3=NCCN23)cc1
94	0	107	101	-3	3	98	96	CCCC(C)c1nnc(NC(=O)C(=O)OCC)s1 (centres undefined)
88	0	91	89	0	1	88	nt	COc1ccc(S(=O)(=O)NCc2ccccn2)cc1Cl
102	0	100	98	1	1	99	106	Cc1cc(C(=O)NNC(=O)Nc2ccccc2)no1
100	0	104	104	8	7	97	104	O=C(Nc1ccccc1)c1ccc(S(=O)(=O)NCc2cccnc2)cc1
106	1	98	99	-3	-3	101	103	Cc1nc2cc(-c3ccccc3)nn2c(C)c1CCC(=O)NC(C)c1ccc2c(c1)OCCO2 (centres undefined)
88	0	85	99	-22	10	99	92	COc1ccc(-c2cc(C(=O)N3CCCCCC3)c3ccccc3n2)c(OC)c1
111	0	96	104	5	1	98	112	OCCC1CN(C2CCN(c3ccccc3)CC2)CCN1Cc1ccc(F)c(F)c1 (centres undefined)
94	5	91	101	7	-8	95	98	Cc1ccc2c(CC(=O)NNC(=O)c3ccncc3)coc2c1
71	0	95	102	-1	3	116	93	COc1ccc(OC)c(NC(=O)Nc2cccnc2)c1
100	0	106	104	0	10	98	104	O=C(CN1CCN(Cc2ccccc2F)C1=O)NC1CCCC1
98	0	93	95	1	6	97	102	COc1cccc(CN2CCNC(=O)C2CC(=O)O)c1OC (centres undefined)
97	0	96	99	14	-2	101	98	Cn1nc([N+](=O)[O-])c2c(-c3nc4ccccc4s3)c(N)n(C3CCCCC3)c2c1=O
108	6	92	99	-4	-10	97	99	Cc1onc(-c2c(F)cccc2Cl)c1C(=O)OCC(=O)c1c[nH]c2ccccc12
104	49*	97	96	-1	-7	97	100	O/C(=C\Sc1nnc(Cc2ccccc2)o1)c1ccc(F)cc1
68	0	98	100	5	2	106	91	CCc1ccc(NC(=S)N2CCN(S(=O)(=O)c3ccccc3)CC2)cc1
94	1	98	96	-4	23	96	nt	CCn1c(SCC(=O)NCc2ccccc2)nnc1-c1c[nH]c2ccccc12
117	4	104	104	8	0	105	111	N#Cc1ccc(NC(=O)CCc2ccc(S(=O)(=O)N3CCOCC3)cc2)cc1
92	0	105	102	-1	4	102	103	CCOc1ccccc1NC(=O)CSC1=NN2CCCC(=O)N=C2S1
101	0	102	99	-14	7	98	97	CC(=O)N1CCC2(CC1)C(C#N)=C(N)Oc1n[nH]c(CSc3ccc(C)cc3)c12
102	0	97	102	9	-1	100	101	COc1ccc(S(=O)(=O)NC(C)C(=O)NCc2ccncc2)cc1Cl (centres undefined)
106	0	105	113	-1	7	104	106	CC(OC(=O)C1=COCCO1)C(=O)Nc1ccc(Oc2ccccc2)cc1 (centres undefined)
105	1	109	112	-5	-3	104	104	CC1(C)CC(=O)C(C(=O)/C=C/NCCc2ccccc2)C(=O)C1
99	4	109	112	8	5	98	105	O=C(COc1ccc2c3c(c(=O)oc2c1)CCC3)NCC1CCC(C(=O)O)CC1 (centres undefined)
89	0	72	86	6	8	89	nt	Cc1ccc(-c2cc(NC(=O)CCl)n(-c3ccccc3)n2)cc1
105	3	96	107	1	4	100	110	O=C(Nc1ccc(N2CCOCC2)cc1)c1cccc(S(=O)(=O)N2CCCC2)c1
112	0	104	103	13	5	112	101	C/C=C(\C)C(=O)Nc1cccc(C2=NOC3(C2)C[C@H](C(N)=O)N(C(=O)CC#N)C3)c1 (some centres undefined)
140	0	112	97	-7	-13	100	90	O=C(NCc1nc2ccccc2[nH]1)C1=C[C@@H](c2csc3ccccc23)C[C@@H](OCc2ccc(CO)cc2)O1
88	0	90	94	-5	155	91	95	CN(C)S(=O)(=O)c1ccc(NC(=O)N2CCN(c3ccccc3Cl)CC2)cc1
99	0	103	100	2	-3	97	95	COc1cccc(CC(=O)NCC2COc3ccccc3O2)c1OC (centres undefined)
83	0	93	92	3	6	98	89	Cc1noc(C)c1NC(=O)N(C)C[C@@H]1Oc2ccc(NC(=O)Cc3cn(C)c4ccccc34)cc2CC(=O)N([C@H](C)CO)C[C@@H]1C
100	2	100	100	5	-22	102	103	Cc1cc(C(=O)OCC(=O)NCc2cccs2)c2ccccc2n1
112	0	106	105	-17	nt	103	111	Cc1cc(-c2nc(C)c(C(=O)NN)s2)no1
111	2	101	126	3	4	105	101	CC(C)(C)Cc1cc(N)on1
100	0	88	98	3	2	97	95	COc1ccccc1N(Cc1ccccc1)S(=O)(=O)c1cccc(C(=O)O)c1
97	4	107	105	2	4	106	106	O=C(O)c1ccccc1-c1nc2ccccc2n1-c1ccccc1
104	0	103	105	0	-1	98	101	O=C(C1CCN(S(=O)(=O)c2cnc[nH]2)CC1)N1CCN(c2ccc([N+](=O)[O-])cc2)CC1

# Sorted by length of the SMILES (ascending): some entries from above.
LAP4 TOR yeast	GRK2 inh	CIT2 TOR yeast	MEP2 TOR yeast	VLA-4 inh	JMJD2C inh	RPL19A-GFP yeast	AGP1 TOR yeast	Molecule
111	2	101	126	3	4	105	101	CC(C)(C)Cc1cc(N)on1
112	0	106	105	-17	nt	103	111	Cc1cc(-c2nc(C)c(C(=O)NN)s2)no1
99	0	103	100	2	-3	97	95	COc1cccc(CC(=O)NCC2COc3ccccc3O2)c1OC (centres undefined)
97	4	107	105	2	4	106	106	O=C(O)c1ccccc1-c1nc2ccccc2n1-c1ccccc1
100	2	100	100	5	-22	102	103	Cc1cc(C(=O)OCC(=O)NCc2cccs2)c2ccccc2n1
89	0	72	86	6	8	89	nt	Cc1ccc(-c2cc(NC(=O)CCl)n(-c3ccccc3)n2)cc1
102	0	97	102	9	-1	100	101	COc1ccc(S(=O)(=O)NC(C)C(=O)NCc2ccncc2)cc1Cl (centres undefined)
106	0	105	113	-1	7	104	106	CC(OC(=O)C1=COCCO1)C(=O)Nc1ccc(Oc2ccccc2)cc1 (centres undefined)
100	0	88	98	3	2	97	95	COc1ccccc1N(Cc1ccccc1)S(=O)(=O)c1cccc(C(=O)O)c1
99	4	109	112	8	5	98	105	O=C(COc1ccc2c3c(c(=O)oc2c1)CCC3)NCC1CCC(C(=O)O)CC1 (centres undefined)
101	0	102	99	-14	7	98	97	CC(=O)N1CCC2(CC1)C(C#N)=C(N)Oc1n[nH]c(CSc3ccc(C)cc3)c12
112	0	104	103	13	5	112	101	C/C=C(\C)C(=O)Nc1cccc(C2=NOC3(C2)C[C@H](C(N)=O)N(C(=O)CC#N)C3)c1 (some centres undefined)
104	0	103	105	0	-1	98	101	O=C(C1CCN(S(=O)(=O)c2cnc[nH]2)CC1)N1CCN(c2ccc([N+](=O)[O-])cc2)CC1
140	0	112	97	-7	-13	100	90	O=C(NCc1nc2ccccc2[nH]1)C1=C[C@@H](c2csc3ccccc23)C[C@@H](OCc2ccc(CO)cc2)O1
83	0	93	92	3	6	98	89	Cc1noc(C)c1NC(=O)N(C)C[C@@H]1Oc2ccc(NC(=O)Cc3cn(C)c4ccccc34)cc2CC(=O)N([C@H](C)CO)C[C@@H]1C

# Next section.
LAP4 TOR yeast	GRK2 inh	CIT2 TOR yeast	MEP2 TOR yeast	VLA-4 inh	JMJD2C inh	RPL19A-GFP yeast	AGP1 TOR yeast	Molecule
93	2	95	91	7	1	92	88	Cc1ccc(S(=O)(=O)N2CCCC(c3nc(-c4ccc(C)o4)no3)C2)cc1 (centres undefined)
97	1	92	101	-3	0	85	96	COc1cc2ccccc2cc1C(=O)NC(=S)Nc1cccc(C(=O)O)c1
105	0	91	94	5	1	93	97	COc1ccc(-c2cc(C(F)(F)F)nc(SCCC(=O)N3CCCC3)n2)cc1
96	0	99	103	-4	6	95	99	CN(C)S(=O)(=O)c1ccc(N2CCCC2)c(C(=O)NNC(=O)COc2cccc(F)c2)c1
96	3	96	96	-5	?	100	98	COc1cccc(-c2cnc(OC(C)(C)C)nc2OC(C)(C)C)c1
101	5	104	104	8	-1	102	107	O=C(Cn1cc([N+](=O)[O-])ccc1=O)NCc1ccc(Cl)cc1Cl
102[may fluoresce violet]	1	?	291*[may fluoresce violet]	16	11	59[may fluoresce violet]	22[may fluoresce violet]	COc1ccc(NC(=O)CCC(=O)NCCO)cc1

# Outcome played no part in choosing rows; overall some 1.7% were active at least once.
